Compound activity as filed in PubChem BioAssay.
RBBP9 inhibitor: human RBBP9 hydrolase inhibition. O75884. recombinant RBBP9, FP-Rh probe fluorescence polarization. inhibition, % at 7.94 µM. hit rate 0.2% among 220,000;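 active = inhibition above the campaign mean of all tested compounds plus 3 SD, cut at about 14% in these data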;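 also: plate controls were DMSO wells with RBBP9 for no effect and wells lacking RBBP9 protein for full effect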
Target sequence (O75884 whole entry, looked up): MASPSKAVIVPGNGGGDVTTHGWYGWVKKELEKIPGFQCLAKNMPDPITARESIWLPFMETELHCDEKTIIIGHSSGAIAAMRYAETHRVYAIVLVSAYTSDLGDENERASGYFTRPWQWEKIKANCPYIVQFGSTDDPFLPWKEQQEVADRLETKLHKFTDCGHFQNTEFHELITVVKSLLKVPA
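Test system – recombinant human RBBP9 · Input – RBBP9 2.5 µM in dispensing solution, pre-mixing · Medium – Tris buffer pH 8.0, NaCl, Pluronic · Schedule – preincubation 30 min plus labeling 45 min at 25 °C · Measured by – fluorescence polarization · Measure – % inhibition · Controls – DMSO and no-protein wells · Replicates – one well per compound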
NPY2 pot ag: human NPY-Y2 potentiation or agonism, primary screen; P49146; cells expressing NPY-Y2, potentiator/agonist read-out; activation, % at 3.6 µM; hit rate 0.45% among 220,000; AID 1359; in the data active = activation above about 27%;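 also: cells stimulated with NPY near EC25 plus isoproterenol at EC100; 0% = vehicle plus submaximal agonist and 100% = vehicle plus saturating agonist; some results beyond the cut were filed as inactive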
S1P4 ag: human S1P4 receptor agonism. hit rate 0.35% among 220,000. activation, % at 4.98 µM. O95977. AID 1509. S1P4-expressing cell line, agonist reporter assay; in the data active = activation above about 11%;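 also: 0% = DMSO vehicle and 100% = reference agonist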
Target sequence (O95977 whole entry, looked up): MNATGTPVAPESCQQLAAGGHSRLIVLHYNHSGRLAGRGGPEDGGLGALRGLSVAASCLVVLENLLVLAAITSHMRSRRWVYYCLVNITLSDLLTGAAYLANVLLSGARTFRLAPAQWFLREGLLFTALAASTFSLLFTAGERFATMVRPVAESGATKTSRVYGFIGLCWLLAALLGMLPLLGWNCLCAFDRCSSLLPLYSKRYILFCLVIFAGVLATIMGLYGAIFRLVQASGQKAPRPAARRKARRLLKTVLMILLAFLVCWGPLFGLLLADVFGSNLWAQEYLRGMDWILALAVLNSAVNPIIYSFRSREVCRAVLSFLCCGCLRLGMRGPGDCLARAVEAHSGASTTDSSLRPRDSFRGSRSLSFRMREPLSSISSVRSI
S1P4 antagonist: antagonists of human S1P4 receptor; O95977; hit rate 0.26% among 220,000; inhibition, % at 4.98 µM; S1P4-expressing cells, antagonist mode, reporter read-out; in the data active = inhibition above about 29%;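 also: 0% = wells stimulated with agonist and 100% = vehicle wells without agonist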
Runt-CBFb FRET: Runt domain-CBFb interaction inhibition; inhibition, % at 20 µM; Cerulean-Runt/Venus-CBFb FRET ratio 530/480, 1 h; AID 1496; hit rate 0.46% among 220,000;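 active = inhibition over about 50% at 20 µM in the single-dose screen, limit read from the data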;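 also: 0% = DMSO wells and 100% = excess unlabeled CBFb competitor control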
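Measured by: fluorescence energy transfer, 422 nm excitation, 530/480 nm emission; Assay system: Cerulean-Runt domain; Medium: Tris pH 7.5 buffer with BSA; Measure: loss of energy transfer signal; Controls: 5 µM unlabeled CBFb as full-inhibition high control; Incubation: protein complex preformed 1 h, compound exposure 1 h, room temperature, dark.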
NPY1 pot ag: potentiates or activates human NPY-Y1 receptor. NPY-Y1 expressing cells, potentiator/agonist activation. hit rate 0.37% among 220,000. activation, % at 3.6 µM. AID 1304; in the data active = activation above about 33%, passing the limit was not always enough;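 also: cells stimulated with NPY at EC10 then isoproterenol at EC100; 0% = low agonist plus stimulus and 100% = saturating agonist plus stimulus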
Target sequence (P25929 whole entry, looked up): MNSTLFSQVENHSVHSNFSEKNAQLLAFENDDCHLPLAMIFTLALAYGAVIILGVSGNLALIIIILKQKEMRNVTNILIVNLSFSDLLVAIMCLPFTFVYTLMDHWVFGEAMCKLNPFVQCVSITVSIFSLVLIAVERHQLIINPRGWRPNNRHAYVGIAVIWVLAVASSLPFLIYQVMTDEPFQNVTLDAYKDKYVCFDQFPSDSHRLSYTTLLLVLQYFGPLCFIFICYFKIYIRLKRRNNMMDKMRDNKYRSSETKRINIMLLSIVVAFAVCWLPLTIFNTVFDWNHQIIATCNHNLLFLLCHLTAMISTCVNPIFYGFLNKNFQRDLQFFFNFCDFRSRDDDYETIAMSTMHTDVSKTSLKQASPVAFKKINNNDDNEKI
Ba/F3 V617F tox: lowers viability of Ba/F3 cells expressing EpoR and JAK2V617F. ATP luminescence. inhibition, % at 5.6 µM. hit rate 1.1% among 220,000;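 active = inhibition above the campaign mean plus 3 SD over all tested compounds, cut at about 24% in these data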;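 also: cytokine-independent growth of Ba/F3 cells driven by EpoR plus mutant JAK2; 0% = DMSO-treated cells and 100% = JAK inhibitor I control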
NPY Y1 blocker: NPY-Y1 (human) receptor antagonism | P25929 | HEK293-CNG Y1 cells, membrane potential fluorescence; NPY at EC95, then isoproterenol | inhibition, % at 3.6 µM | hit rate 1% among 200,000 | AID 1040;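 active = inhibition above the campaign mean inhibition of all tested compounds plus 3 SD, cut at about 20% in these data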;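 also: 0% = DMSO wells given NPY plus isoproterenol and 100% = isoproterenol alone without NPY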
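Test system – HEK293 Y1/CNG channel cell line · Also added – NPY agonist 25 nM, then isoproterenol 1 µM plus Ro 20-1724 25 µM · Compound dosing – one concentration, 3.6 µM, in 0.4% DMSO · Schedule – compound incubation 1 h at room temperature, readout 45 min post-stimulation · Technique – fluorescence, membrane potential probe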
BaF3 parental: parental Ba/F3 viability inhibition as JAK2V617F counter-screen; CellTiter-Glo ATP luminescence; hit rate 1.1% among 220,000; AID 1486; inhibition, % at 5.6 µM;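 active = inhibition above a per-campaign cutoff, the mean inhibition of all tested compounds plus 3 SD, cut at about 27% in these data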;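 also: 0% = DMSO wells and 100% = JAK Inhibitor I control wells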
Numbers without * were called inactive.

For CCOC(=O)c1cccc(NC2c3ccccc3C(=O)N2Cc2ccco2)c1 (centres undefined) the results were RBBP9 inhibitor -6, NPY2 pot ag 9, S1P4 ag 2.6, S1P4 antagonist -2, Runt-CBFb FRET 0, NPY1 pot ag 22, Ba/F3 V617F tox 8, NPY Y1 blocker 3 and BaF3 parental 15.
O=C(COc1ccc(Cl)cc1Br)N1CCN(c2ccccc2)CC1 was read as RBBP9 inhibitor -2, NPY2 pot ag 6, S1P4 ag -1.4, S1P4 antagonist -1, Runt-CBFb FRET -2, NPY1 pot ag -5, Ba/F3 V617F tox -5, NPY Y1 blocker 4 and BaF3 parental -1.
`Nc1nnc(CC(=O)Nc2ccccc2)s1` gave RBBP9 inhibitor 3, NPY2 pot ag 47*, S1P4 ag 0.3, S1P4 antagonist -1, Runt-CBFb FRET 0, NPY1 pot ag 18, Ba/F3 V617F tox -3 and BaF3 parental 2.
`COc1ccc(-n2c3c(c(=O)[nH]c2=O)C(C(F)(F)F)(C(F)(F)F)N=C(CC(C)C)N3)cc1` gave RBBP9 inhibitor -2, NPY2 pot ag -14, S1P4 ag 1.9, S1P4 antagonist 5, Runt-CBFb FRET 0, NPY1 pot ag -11, Ba/F3 V617F tox 7, NPY Y1 blocker 8 and BaF3 parental 4.
For Cn1c(N)c(C(=O)N/N=C/c2ccccc2)sc1=S the results were RBBP9 inhibitor -7, NPY2 pot ag 40*, S1P4 ag -1.1, S1P4 antagonist -6, Runt-CBFb FRET -1, NPY1 pot ag 43, Ba/F3 V617F tox 1 and BaF3 parental -1.
For Clc1ccc(-c2csc(NNC3=NCCCCC3)n2)cc1 the results were RBBP9 inhibitor -9, NPY2 pot ag -3, S1P4 ag 0.1, S1P4 antagonist 8, Runt-CBFb FRET 5, NPY1 pot ag 1, Ba/F3 V617F tox -3, NPY Y1 blocker -2 and BaF3 parental 6.
Cc1ccnc(NC(c2ccccc2O)c2oc(CO)cc(=O)c2O)c1 (centres undefined) was read as RBBP9 inhibitor 1, NPY2 pot ag -14, S1P4 ag -1.6, S1P4 antagonist -13, Runt-CBFb FRET -2, NPY1 pot ag 2, Ba/F3 V617F tox -1, NPY Y1 blocker 4 and BaF3 parental 6.
For Cc1cc(C)cc(NC(=O)c2cc(C)n(Cc3cccs3)c2C)c1 the results were RBBP9 inhibitor -8, NPY2 pot ag -7, S1P4 ag 3.0, S1P4 antagonist 0, Runt-CBFb FRET -1, NPY1 pot ag 0, Ba/F3 V617F tox 4 and BaF3 parental 1.
`CCCc1nn(C)c(C(=O)Nc2cccc3ccccc23)c1Cl` gave RBBP9 inhibitor -3, NPY2 pot ag -6, S1P4 ag 2.0, S1P4 antagonist -41, Runt-CBFb FRET -4, NPY1 pot ag -30, Ba/F3 V617F tox 2, NPY Y1 blocker 7 and BaF3 parental 6.
`O=C(COc1ccccc1-c1ccccc1)N/N=C/c1cccnc1` gave RBBP9 inhibitor -4, NPY2 pot ag -4, S1P4 ag 0.1, S1P4 antagonist -11, Runt-CBFb FRET -2, NPY1 pot ag 14, Ba/F3 V617F tox -1, NPY Y1 blocker -2 and BaF3 parental 5.
`CN(C)/C=N/c1cnc(C(=O)c2ccc(Cl)cc2)n1C` gave RBBP9 inhibitor -1, NPY2 pot ag -7, S1P4 ag -3.0, S1P4 antagonist 13, Runt-CBFb FRET 0, NPY1 pot ag -16, Ba/F3 V617F tox 4, NPY Y1 blocker 2 and BaF3 parental 7.
`O=C(COc1ccccc1Cl)NC(=S)Nc1ccc(CN2CCOCC2)cc1` gave RBBP9 inhibitor 4, NPY2 pot ag 4, S1P4 ag 0.2, S1P4 antagonist -26, Runt-CBFb FRET -3, NPY1 pot ag -13, Ba/F3 V617F tox 0, NPY Y1 blocker -1 and BaF3 parental 8.
COc1ccc(S(=O)(=O)N2CCN(c3ccc4nnc(-c5ccccc5)n4n3)CC2)cc1 was read as RBBP9 inhibitor -12, NPY2 pot ag 9, S1P4 ag -6.8, S1P4 antagonist 1, Runt-CBFb FRET -6, NPY1 pot ag 15, Ba/F3 V617F tox 1, NPY Y1 blocker 3 and BaF3 parental 9.
COc1cccc(NC(=O)C2CCCN2C(=O)Nc2cccc(F)c2)c1 (centres undefined) was read as RBBP9 inhibitor 3, NPY2 pot ag 1, S1P4 ag -1.3, S1P4 antagonist -10, Runt-CBFb FRET 1, NPY1 pot ag 8, Ba/F3 V617F tox -2, NPY Y1 blocker 5 and BaF3 parental 3.
O=C(COc1ccc(-c2ccccc2)cc1)N/N=C/c1cc(O)ccc1Br was read as RBBP9 inhibitor -57, NPY2 pot ag -27, S1P4 ag -1.1, S1P4 antagonist -5, Runt-CBFb FRET -1, NPY1 pot ag -40, Ba/F3 V617F tox 7, NPY Y1 blocker 7 and BaF3 parental 7.
Cc1cc(C)cc(CC(Cc2nc3ccccc3[nH]2)c2nc3ccccc3[nH]2)c1 (centres undefined) was read as RBBP9 inhibitor -7, NPY2 pot ag -9, S1P4 ag -1.6, S1P4 antagonist -9, Runt-CBFb FRET 0, NPY1 pot ag -5, Ba/F3 V617F tox -2, NPY Y1 blocker 4 and BaF3 parental 1.
Screening c1csc(Cc2nc3ccccc3[nH]2)c1 returned RBBP9 inhibitor -4, NPY2 pot ag 4, S1P4 ag 1.9, S1P4 antagonist -9, Runt-CBFb FRET 1, NPY1 pot ag 20, Ba/F3 V617F tox 0, NPY Y1 blocker 2 and BaF3 parental 8.
`C=CCNC(=S)/N=c1/ccccn1CC` gave RBBP9 inhibitor -7, NPY2 pot ag 3, S1P4 ag -0.1, S1P4 antagonist -4, Runt-CBFb FRET 7, NPY1 pot ag 15, Ba/F3 V617F tox 15 and BaF3 parental 29*.
Screening O=C1CC(c2ccccc2)CC(O)=C1C=NC1CCCCCC1 (centres undefined) returned RBBP9 inhibitor -7, NPY2 pot ag 12, S1P4 ag 1.8, S1P4 antagonist -3, Runt-CBFb FRET -1, NPY1 pot ag -5, Ba/F3 V617F tox 0, NPY Y1 blocker 0 and BaF3 parental 4.
`O=C(O)[C@H](CSCc1ccccc1)NS(=O)(=O)c1ccc(F)cc1` gave RBBP9 inhibitor -1, NPY2 pot ag -24, S1P4 ag 1.0, S1P4 antagonist -7, Runt-CBFb FRET -1, NPY1 pot ag -29, Ba/F3 V617F tox -6, NPY Y1 blocker 9 and BaF3 parental 2.

Random excerpt: 3 records from the list, in no set order.
Screening O=C1CC(c2ccccc2)CC(O)=C1C=NC1CCCCCC1 (centres undefined) returned RBBP9 inhibitor -7, NPY2 pot ag 12, S1P4 ag 1.8, S1P4 antagonist -3, Runt-CBFb FRET -1, NPY1 pot ag -5, Ba/F3 V617F tox 0, NPY Y1 blocker 0 and BaF3 parental 4.
`CN(C)/C=N/c1cnc(C(=O)c2ccc(Cl)cc2)n1C` gave RBBP9 inhibitor -1, NPY2 pot ag -7, S1P4 ag -3.0, S1P4 antagonist 13, Runt-CBFb FRET 0, NPY1 pot ag -16, Ba/F3 V617F tox 4, NPY Y1 blocker 2 and BaF3 parental 7.
`C=CCNC(=S)/N=c1/ccccn1CC` gave RBBP9 inhibitor -7, NPY2 pot ag 3, S1P4 ag -0.1, S1P4 antagonist -4, Runt-CBFb FRET 7, NPY1 pot ag 15, Ba/F3 V617F tox 15 and BaF3 parental 29*.

Next compounds:
O=C(CSc1ccsc1[N+](=O)[O-])NC1CCCC1 was read as RBBP9 inhibitor 1, NPY2 pot ag -1, S1P4 ag 0.0, S1P4 antagonist -1, Runt-CBFb FRET 0, NPY1 pot ag 34, Ba/F3 V617F tox -6, NPY Y1 blocker 0 and BaF3 parental -4.
For O=C(C[n+]1ccc(/C=N/O)cc1)NC1CCCCC1 the results were RBBP9 inhibitor -6, NPY2 pot ag -4, S1P4 ag -1.8, S1P4 antagonist -2, Runt-CBFb FRET 0, NPY1 pot ag 2, Ba/F3 V617F tox 1, NPY Y1 blocker 3 and BaF3 parental 9.
Screening CCC1(C)Cc2c(sc3nc(SCC(=O)O)[nH]c(=O)c23)CO1 (centres undefined) returned RBBP9 inhibitor 7, NPY2 pot ag -6, S1P4 ag -2.7, S1P4 antagonist 16, Runt-CBFb FRET -3, NPY1 pot ag -23, Ba/F3 V617F tox 0, NPY Y1 blocker 2 and BaF3 parental 4.
`Cn1c(=O)c2cnc(-c3ccc(C(F)(F)F)cc3)nc2n(C)c1=O` gave RBBP9 inhibitor 1, NPY2 pot ag -11, S1P4 ag 0.0, S1P4 antagonist -6, Runt-CBFb FRET 1, NPY1 pot ag -1, Ba/F3 V617F tox -3 and BaF3 parental -2.
Cc1cc(C(=O)Nc2sc3c(c2C#N)CCC(C)C3)no1 (centres undefined) was read as RBBP9 inhibitor -3, NPY2 pot ag 10, S1P4 ag 0.4, S1P4 antagonist -13, Runt-CBFb FRET 0, NPY1 pot ag -20, Ba/F3 V617F tox 1, NPY Y1 blocker 5 and BaF3 parental 4.
For Cc1ccc(CS(=O)(=O)CCC(=O)NCCC(C)C)cc1 the results were RBBP9 inhibitor -5, NPY2 pot ag 4, S1P4 ag -0.8, S1P4 antagonist 2, Runt-CBFb FRET -1, NPY1 pot ag 6, Ba/F3 V617F tox 2, NPY Y1 blocker -2 and BaF3 parental 7.
CNC(=O)C1C2C=CC3(O2)C1C(=O)N(CCOC)C3C(=O)NCc1ccc(OC)cc1 (centres undefined) was read as RBBP9 inhibitor -2, NPY2 pot ag -4, S1P4 ag -0.5, S1P4 antagonist -10, Runt-CBFb FRET -4, NPY1 pot ag -8, Ba/F3 V617F tox 1, NPY Y1 blocker 4 and BaF3 parental 9.
For CCc1cc2c(SCC(=O)NC3CCS(=O)(=O)C3)ncnc2s1 (centres undefined) the results were RBBP9 inhibitor -1, NPY2 pot ag -7, S1P4 ag 0.8, S1P4 antagonist 6, Runt-CBFb FRET 0, NPY1 pot ag 0, Ba/F3 V617F tox -1, NPY Y1 blocker 3 and BaF3 parental 3.
CCN(CC)c1c(-c2ccccc2)c2cc(C)ccc2[nH]c1=O was read as RBBP9 inhibitor -8, NPY2 pot ag 0, S1P4 ag 1.1, S1P4 antagonist -7, Runt-CBFb FRET -8, NPY1 pot ag 4, Ba/F3 V617F tox 0, NPY Y1 blocker 8 and BaF3 parental 8.
`CN(CC(=O)Nc1ccc([N+](=O)[O-])cc1Br)Cc1c(F)cccc1Cl` gave RBBP9 inhibitor 4, NPY2 pot ag -30, S1P4 ag -0.6, S1P4 antagonist -2, Runt-CBFb FRET 3, NPY1 pot ag -14, Ba/F3 V617F tox -5 and BaF3 parental -2.
For N=C1C(c2ccccc2)=C(O)CN1c1cccc(S(=O)(=O)NCc2ccco2)c1 the results were RBBP9 inhibitor -5, NPY2 pot ag -18, S1P4 ag 0.9, S1P4 antagonist -15, Runt-CBFb FRET 0, NPY1 pot ag 7, Ba/F3 V617F tox 0 and BaF3 parental -2.
